High-throughput results as filed in PubChem BioAssay.
KCNH2 WT inh: inhibitors of human wildtype KCNH2 potassium channel; Q12809; U2OS, BacMam KCNH2, thallium flux FluxOr; active compounds read low; activity change, % at 1.84 µM; 340,000 compounds, 0.37% hits; AID 720551;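 active means maximum activity change below -70%; inconclusive means maximum activity change between -70% and -50%; inactive means maximum activity change above -50%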
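U2OS cells were transduced with wild-type KCNH2 virus (2.03 x 10^8 / mL) for 4 h at room temperature, then cultured overnight at 37 C. Thallium flux was read with FluxOr dye. Rate constants were normalized to DMSO controls.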
uPA generation: inhibitors of cell surface uPA generation. cell surface uPA generation assay, qHTS. Potency, µM (titrated, usually from 38.3 µM), for inactives: top-dose activity change, negative = inhibition, hits mostly inhibitors. 330,000 compounds, 0.31% hits; active means well fitted inhibition curve with a large enough effect; inconclusive means small, poorly fitted or top-dose-only effect; inactive means no such curve, though single readings can be large or run the other way; tested in mouse RAW 264.7 cells; further: potency means the concentration at half of the fitted maximal effect; nearly all actives have a fitted effect of over 55% in size
PKM2 act: activators of human pyruvate kinase M2; 260,000 compounds, 0.34% hits; Potency, µM (top dose mostly 57.5 µM), inactives show top-dose activation, most hits filed as activators; AID 1631; purified PKM2, Kinase-Glo ATP luminescence, activation; response scale: 0% is enzyme alone, no compound; further: potency means the concentration at half of the fitted maximal effect; nearly all actives have a fitted effect of over 55% in size
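Purified hPK-M2 (>95%) run at intermediate activity with 0.1 mM ADP and 0.5 mM PEP in 50 mM imidazole pH 7.2, KCl, MgCl2; 1 h room temperature. ATP formed read by Kinase-Glo luminescence; normalized to uninhibited and no-enzyme controls.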
B2AR arrestin: recruits beta-arrestin to the human beta2-adrenergic receptor; beta-arrestin recruitment to beta2AR, cell-based reporter; Potency, µM (doses to about 46.1 µM), for the others: at the top dose activation, hits mostly activators; 330,000 compounds, 0.02% hits; AID 492947;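 further: potency means the concentration at half of the fitted maximal effect; 0% = DMSO controls and full agonism = EC100 isoproterenol or metaproterenol; nearly all actives have a fitted effect of over 65% in size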
Target sequence (P07550 whole entry, looked up): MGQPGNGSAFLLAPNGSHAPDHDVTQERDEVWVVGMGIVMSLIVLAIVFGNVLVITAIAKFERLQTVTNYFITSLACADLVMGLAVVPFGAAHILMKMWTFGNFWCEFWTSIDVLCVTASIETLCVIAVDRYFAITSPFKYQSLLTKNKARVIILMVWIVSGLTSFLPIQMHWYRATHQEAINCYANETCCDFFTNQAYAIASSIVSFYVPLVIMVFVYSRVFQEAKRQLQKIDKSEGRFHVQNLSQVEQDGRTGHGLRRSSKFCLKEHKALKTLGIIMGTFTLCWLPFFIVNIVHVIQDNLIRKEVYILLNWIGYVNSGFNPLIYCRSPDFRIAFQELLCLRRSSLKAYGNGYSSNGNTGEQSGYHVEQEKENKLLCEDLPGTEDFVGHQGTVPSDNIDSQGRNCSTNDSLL
Giardia kill: Giardia lamblia killing; Giardia lamblia trophozoite viability; 340,000 compounds, 0.15% hits; AID 540267; activity change, % at 7.66 µM, hits read low; in the data active means activity change below about -80%; inconclusive means between about -30% and that limit;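 further: parasites exposed to compound for two days anaerobically before the ATP read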
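Each well holds 100 Giardia trophozoites and compound. After two days (48 hrs) at 37 deg C in anaerobic conditions, ATP is quantified by luminescence.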
Coupling enz: inhibits coupling enzyme system, counter-screen for aldolase hits; coupling enzyme system counterscreen, AmpLite Red fluorescence; activity change, negative = inhibition, % at 58.2 µM, hits read low; 290,000 compounds, 0.67% hits; in the data active means activity change below about -30%
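Counterscreen of the coupled detection system alone, without aldolase: glyceraldehyde-3-phosphate coupling enzymes plus AmpLite Red readout. Compounds at 57.5 uM final, 10 min RT preincubation, 20 min RT reaction, fluorescence 525/598 nm.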
GALK inhibitor: inhibitors of human galactokinase. Potency, µM (doses to about 57.5 µM), without a hit: top-dose activity change, negative = inhibition, actives largely listed as inhibitors. P51570. 270,000 compounds, 0.007% hits. Purified GALK, Kinase-Glo residual ATP luminescence. AID 1868; further: potency means the concentration at half of the fitted maximal effect
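5 nM enzyme, 35 uM ATP, 100 uM galactose, 20 mM HEPES pH8.0, 5 mM MgCl2; 1 h RT; residual ATP by Kinase-Glo Plus luminescence, qHTS format.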
USP2a inh: blocks human ubiquitin-specific protease USP2a; O75604; USP2 core, Ub-CHOP2 coupled fluorogenic reporter, 485/531; Potency, µM (titrated, usually from 38.3 µM), for inactives: at the highest dose activity change, negative = inhibition, hits mostly inhibitors; 330,000 compounds, 0.01% hits; AID 463254;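 further: potency means the concentration at half of the fitted maximal effect; plate controls were DMSO wells for no effect and full inhibition by NEM control for full effect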
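Deubiquitinase activity read as fluorescence (485/531 nm) after Ub-CHOP2 cleavage activates the enterokinase reporter on its substrate; USP2 core 10nM, Ub-CHOP2 and substrate 25nM each, 30min compound preincubation then 60min RT; data normalized to NEM, curves fitted.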
KCNH2 3.1 block: blocks the human KCNH2 3.1 channel isoform; U2OS KCNH2 3.1, thallium flux FluxOr; active compounds read low; activity change, % (tested at about 1.8 µM); 340,000 compounds, 0.95% hits;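 active means maximum activity change below -70%; inconclusive means maximum activity change from -70% to -50%; inactive means maximum activity change above -50%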;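 further: thallium influx rate constant from kinetic fluorescence after stimulation buffer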
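Steps: virus added to U2OS suspension (4 h, RT, dark); medium with 10% FBS added, cells plated, 37 C overnight; FluxOr/Red40 loading buffer 45 min RT; stimulation buffer, 2 min kinetic read; rate constant normalized.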
Eya2 phos inh: Eya2 (human) phosphatase inhibition; 330,000 compounds, 0.006% hits; AID 488837; recombinant Eya2, OMFP fluorescence dephosphorylation (OMFP is methylfluorescein phosphate); Potency, µM (titrated, usually from 76.9 µM), for inactives: at the top dose activity, negative = inhibition, actives largely listed as inhibitors; O00167; further: potency means the concentration at half of the fitted maximal effect
Target sequence (O00167 whole entry, looked up): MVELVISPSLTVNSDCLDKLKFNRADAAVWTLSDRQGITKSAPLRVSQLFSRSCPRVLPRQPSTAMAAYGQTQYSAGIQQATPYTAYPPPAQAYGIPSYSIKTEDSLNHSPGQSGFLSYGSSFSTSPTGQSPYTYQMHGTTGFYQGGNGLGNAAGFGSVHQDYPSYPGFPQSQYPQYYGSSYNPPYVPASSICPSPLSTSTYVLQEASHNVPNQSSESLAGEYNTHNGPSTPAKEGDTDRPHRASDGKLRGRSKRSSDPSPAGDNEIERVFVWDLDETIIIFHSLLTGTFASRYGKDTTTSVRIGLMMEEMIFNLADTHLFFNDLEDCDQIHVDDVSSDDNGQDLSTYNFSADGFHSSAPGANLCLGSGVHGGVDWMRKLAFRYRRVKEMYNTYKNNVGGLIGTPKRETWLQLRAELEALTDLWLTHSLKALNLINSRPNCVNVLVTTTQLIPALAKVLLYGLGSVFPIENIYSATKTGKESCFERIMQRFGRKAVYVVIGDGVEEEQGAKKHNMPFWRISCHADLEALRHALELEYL
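Eya2 (0.2 uM) preincubated 10 min at ambient with compound, then OMFP substrate added at 50 uM; 10 min reaction in 50 mM HEPES pH 7.5, 50 mM NaCl, 5 uM MgCl2, 0.05% BSA, 1 mM DTT. Fluorescence read at Ex 485/Em 525 nm.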
BCR signal inh: chronic active BCR signaling inhibition; Potency, µM (series often up to 46.1 µM), without a hit: at the highest dose ratio change, negative = lower green/red ratio, usual class: inhibitors; ABC-DLBCL IkBa-CBG/CBR reporter, luminescence ratio, 4 h; 340,000 compounds, 0.05% hits; active means well fitted inhibition curve with a large enough effect in the signal ratio, with a control signal flat, not every such curve was filed as active; inconclusive means small, poorly fitted or top-dose-only effect, or effect the other way, or a change in a side signal; the % refers to the signal ratio;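 further: potency means the concentration at half of the fitted maximal effect; plate controls were basal doxycycline-induced cells for no effect and cells given 10 µM MG132 for full effect; MG132 reads +100%, hits lower the ratio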
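Cell line TMD8 (human ABC DLBCL), stably expressing tet-inducible CBG68-IkBa fusion and CBR; IMDM/0.5% FBS; cpd up to 46 uM; dox induction, 4 h, 37C/5% CO2; dual luminescence; green/red ratio; MG132 control.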
* marks the source's active call; other numbers are inactive results; ? = inconclusive; · = no result given; & = joins results of further samples; [ ] = dose if it differs, or a comment. Unless noted, the call rests on the fitted dose curve; in most records, active means well fitted curve in the direction sought with a large enough effect; inconclusive means small, poorly fitted or top-dose-only effect, or another doubt; inactive means no such curve, though single readings can be large; an effect the other way counts as inactive or inconclusive. Unless noted, on the % scale 0 is the no-effect control and ±100 the full control effect.

no.	canonical_smiles	KCNH2 WT inh	uPA generation	PKM2 act	B2AR arrestin	Giardia kill	Coupling enz	GALK inhibitor	USP2a inh	KCNH2 3.1 block	Eya2 phos inh	BCR signal inh
1	Cc1ccc(C(=O)C2Oc3ccccc3C3CC(c4ccc(C)cc4)=NN23)cc1 (stereo unspecified)	9	8%	0%	-1.6%	-26	1	-2%	-2%	-6	-8%	-6%
2	Cc1ccc(C(=O)C[n+]2ccc(Cc3ccccc3)cc2)cc1	-1	-11%	3%	-0.2%	-16	-5	0%	18%	-6	7%	2%
3	CCOC(=O)C(C)n1ncn2cccc2c1=O (stereo unspecified)	2	0%	-11%	0.1%	17	1	2%	3%	-6	-32%	?
4	O=C(CN1C(=O)CC(c2ccco2)Sc2ccccc21)NCC1CCCO1 (stereo unspecified)	8	·	27%	-0.7%	3	-8	1%	0%	5	5%	-3%
5	Cc1ccccc1N1C(=O)C(Cl)=C(N2CCCCCC2)C1=O	9	3%	-4%	0.0%	1	3	5%	2%	-1	3%	-1%
6	COc1cccc(CN2CCNC(=O)C2CC(=O)NCC(C)(C)N2CCOCC2)c1OC (stereo unspecified)	-4	-2%	1%	0.1%	-5	·	-4%	2%	·	1%	-3%
7	NC(=O)C1CCN(C(=O)c2ccc(NS(=O)(=O)c3ccc(F)cc3)cc2)CC1	4	-2%	·	-0.1%	-11	·	·	-2%	5	-8%	?
8	Cc1ccccc1COC(=O)CCCC1=NS(=O)(=O)c2ccccc2N1	-2	9%	·	0.1%	-23	·	-2%	3%	4	-1%	0%
9	Cc1c(CCOC(=O)c2ccc(Cl)cc2Cl)sc[n+]1CC(=O)c1ccc(Br)cc1	-11	0%	·	0.0%	-1	·	·	2%	2	-10%	-4%
10	Cc1ccc2c(c1)c(=O)c(Br)c(C)n2Cc1ccccc1	-21	10%	0%	-1.2%	-26	-1	2%	4%	-14	-7%	9%
11	COc1ccc2[nH]c3c(=O)n(Cc4ccc(C(=O)N5CCC(C(N)=O)CC5)cc4)c(=S)[nH]c3c2c1	·	6%	-30%	-0.3%	-7	5	2%	2%	-5	0%	-26%
12	O=C(Nc1ccccc1Cl)c1ccccc1Cl	0	-4%	-1%	0.2%	-10	1	3%	-4%	2	17%	?
13	O=C(Oc1c(-c2ccccc2)oc2ccccc2c1=O)c1ccccc1	3	-14%	-1%	-0.1%	-3	4	2%	-1%	11	3%	8%
14	COc1cccc(-n2c(SCC(=O)NCC3CCCO3)nc3c([nH]c4ccccc43)c2=O)c1 (stereo unspecified)	1	1%	0%	-0.1%	9	·	-1%	2%	12	3%	-8%
15	COc1ccc2[nH]c(=O)c(CN(CCO)S(=O)(=O)c3ccc(C)cc3)cc2c1	10	9%	-5%	-0.1%	-8	1	5%	-1%	8	-1%	-8%

More structures:
no.	canonical_smiles	KCNH2 WT inh	uPA generation	PKM2 act	B2AR arrestin	Giardia kill	Coupling enz	GALK inhibitor	USP2a inh	KCNH2 3.1 block	Eya2 phos inh	BCR signal inh
16	Cc1oc2c(cc(NS(=O)(=O)c3ccc(F)cc3)c3ccccc32)c1C(=O)O	-4	4%	·	0.0%	-4	-31*	-1%	11%	-1	-14%	18%
17	CNC(=S)N(Cc1cc2cc(C)cc(C)c2[nH]c1=O)C1CCCC1	18	-3%	0%	-1.2%	4	-1	-2%	4%	-13	-5%	3%
18	NC(=O)CC[C@@H]1NC(=O)[C@H](Cc2ccccc2)NC(=O)[C@H](Cc2ccc(O)cc2)NC(=O)[C@@H](N)CSSC[C@@H](C(=O)N2CCC[C@H]2C(=O)N[C@@H](CCCN=C(N)N)C(=O)NCC(N)=O)NC(=O)[C@H](CC(N)=O)NC1=O	·	·	0%	-3.0%	·	1&0	·	1%	·	4%	4%
19	COC(=O)c1cc(Cl)c(N)cc1OC	-25	·	-1%	0.2%	-6	2	6%	5%	-2	14%	-2%
20	Cc1ccc(/C(N)=N/OC(=O)c2cc(-c3ccccc3)nc3ccccc23)cc1	-19	-4%	-1%	0.5%	11	1	-3%	0%	-2	-25%	0%
21	CCOC(=O)c1ccc2c(c1)N(CC(=O)N1CCCC1)C(=O)C(C)(C)O2	4	-5%	1%	-0.3%	0	-2	-4%	3%	1	-5%	?
22	COCCNS(=O)(=O)c1ccc(-c2ccc(S(=O)(=O)NCCOC)cc2)cc1	7	-6%	-3%	3.5%	-10	-4	2%	7%	3	-21%	?
23	Cc1[nH]nc2c1C(c1ccc(Cl)cc1)C(C#N)=C(N)O2 (stereo unspecified)	-3	-8%	7%	-0.9%	2	2	2%	-2%	-10	10%	1%
24	Cc1cc(=S)c2cccc(C)c2[nH]1	2	8%	3%	-0.2%	-2	1	0%	0%	5	-8%	-12%
25	O=S1(=O)CCN2C(c3ccc4c(c3)CCCC4)=CSC2=N1	2	1%	2%	0.1%	3	-1	-1%	1%	-4	-26%	1%
26	COCCSc1nc2c(c(=O)[nH]c(=O)n2C)n1Cc1cccc(C)c1	0	?	1%	0.4%	16	1	-2%	-1%	55	-2%	-17%
27	Cc1cccc(NC(=O)CS(=O)(=O)c2cn(CC(=O)N3CCOCC3)c3ccccc23)c1	-3	1%	3%	-0.2%	13	5	1%	12%	3	7%	?
28	CSc1ccc(/C=N/N2CCN(Cc3ccccc3)CC2)cc1	10	3%	-5%	3.6%	3	0	6%	0%	-12	-1%	15%
29	CC(Oc1ccccc1)C(=O)Nc1ccc(NC(=O)c2ccccc2)cc1 (stereo unspecified)	10	12%	6%	-0.8%	25	0	1%	1%	6	-18%	0%
30	N#CC(C(=O)NC1CCCCC1)=C1CCCCCC1	-2	?	-10%	-0.5%	1	0	-1%	4%	-3	-17%	3%

By substructure, the entries above with an aryl thioether with sulfur outside any ring (3)
no.	canonical_smiles	KCNH2 WT inh	uPA generation	PKM2 act	B2AR arrestin	Giardia kill	Coupling enz	GALK inhibitor	USP2a inh	KCNH2 3.1 block	Eya2 phos inh	BCR signal inh
14	COc1cccc(-n2c(SCC(=O)NCC3CCCO3)nc3c([nH]c4ccccc43)c2=O)c1 (stereo unspecified)	1	1%	0%	-0.1%	9	·	-1%	2%	12	3%	-8%
26	COCCSc1nc2c(c(=O)[nH]c(=O)n2C)n1Cc1cccc(C)c1	0	?	1%	0.4%	16	1	-2%	-1%	55	-2%	-17%
28	CSc1ccc(/C=N/N2CCN(Cc3ccccc3)CC2)cc1	10	3%	-5%	3.6%	3	0	6%	0%	-12	-1%	15%

Following part.
no.	canonical_smiles	KCNH2 WT inh	uPA generation	PKM2 act	B2AR arrestin	Giardia kill	Coupling enz	GALK inhibitor	USP2a inh	KCNH2 3.1 block	Eya2 phos inh	BCR signal inh
31	CCCc1cc(=O)[nH]c(SCC(=O)Nc2ccc(S(=O)(=O)N3CCCC3)cc2)n1	3	-3%	·	3.3%	-6	·	·	-2%	7	-6%	?
32	Cc1cc(S(=O)(=O)NCc2ccccc2)ccc1OCC(=O)NCC1CCCO1 (stereo unspecified)	4	-2%	2%	0.0%	-16	0	3%	-1%	-8	-1%	-2%
33	Cc1ccc(C(=O)OCC(=O)Nc2cc(F)ccc2F)cc1NC(=O)c1ccco1	-3	0%	0%	-0.9%	-10	2	0%	0%	31	7%	?
34	Cc1cccc2sc(N(CCN(C)C)C(=O)c3ccc4ccccc4c3)nc12	-3	-8%	·	-1.6%	19	-6	5%	4%	-40	4%	-9%
35	S=C(Nc1ccc(Cl)cc1)N(CCCN1CCOCC1)Cc1cccs1	9	-3%	1%	0.0%	-13	-2	0%	0%	-2	1%	6%
36	Cc1ccc(S(=O)(=O)Nc2cc(C(F)(F)F)ccc2N2CCOCC2)c(C)c1	-8	8%	0%	-0.6%	30[activator]	0	0%	-1%	-11	-14%	1%
37	Cc1cc(Br)ccc1SCC(=O)OC/C(O)=C(\C#N)c1nc2ccccc2[nH]1	5	8%	2%	-0.3%	-26	-3	-1%	1%	-7	13%	8%
38	CCO[C@@H]1OC(C(=O)NCc2ccccc2)=C[C@H](C(C)(C)C)[C@H]1CCCO	4	7%	7%	-0.9%	14	2	-1%	3%	13	0%	?
39	O=C(NC1CCCCC1)c1ccc(CN2CCOCC2)cc1	-1	1%	-2%	-0.1%	-18	5	0%	1%	16	14%	9%
